PLCb3 inh: human PLC-beta3 inhibitors, primary screen, biochemical, fluorescence; inhibition, % at 12.2 µM; 370,000 compounds, 0.18% hits; Purified PLC-beta3, fluorogenic substrate; AID 720704, 2013; in the data active = inhibition above about 11%;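 note: 0% = median of compound wells on plate and 100% = full blocker control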
UHRF1 binding: UHRF1 methylated DNA binding inhibitors, primary screen, counter-screen for MBD2 inhibitor project, biochemical, TR-FRET, human UHRF1, single concentration | 370,000 compounds, 0.75% hits | AID 687016, 2013 | UHRF1 binding to methylated oligo | E3 ubiquitin-protein ligase UHRF1 (Homo sapiens), Q96T88 | inhibition, % at 4.4 µM; in the data active = inhibition above about 21%;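 note: UHRF1 SRA domain binding a hemimethylated CpG hairpin DNA probe; 0% = median of test compound wells and 100% = reference inhibitor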
HGIII-sPLA2 inh: human group III sPLA2 inhibitors, primary screen, biochemical, QFRET, BODIPY PC-A2 liposome substrate. inhibition, % at 12.2 µM. AID 743126, 2013. 370,000 compounds, 0.56% hits. QFRET BODIPY PC-A2 liposome hydrolysis, fluorescence;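 active = inhibition above mean plus 3 SD of compounds lying within the high and low control bounds, cut at about 19% in these data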;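 note: 0% = median of test compound wells and 100% = no enzyme DMSO wells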
Target sequence (Q9NZ20 whole entry, looked up): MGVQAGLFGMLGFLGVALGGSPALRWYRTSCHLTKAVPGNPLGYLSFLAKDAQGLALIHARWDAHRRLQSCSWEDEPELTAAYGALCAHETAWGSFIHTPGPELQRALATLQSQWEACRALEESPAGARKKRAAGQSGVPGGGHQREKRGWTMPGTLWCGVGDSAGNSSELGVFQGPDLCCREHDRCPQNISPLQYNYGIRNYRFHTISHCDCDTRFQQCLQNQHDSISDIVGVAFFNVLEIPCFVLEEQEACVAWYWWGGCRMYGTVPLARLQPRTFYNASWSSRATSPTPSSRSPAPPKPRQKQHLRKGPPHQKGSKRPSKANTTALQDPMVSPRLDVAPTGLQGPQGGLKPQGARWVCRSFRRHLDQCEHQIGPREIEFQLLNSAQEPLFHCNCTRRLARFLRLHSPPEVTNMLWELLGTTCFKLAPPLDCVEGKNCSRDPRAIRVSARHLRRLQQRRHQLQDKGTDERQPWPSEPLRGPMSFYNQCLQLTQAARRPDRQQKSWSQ
DDE Tn6 FP inh: inhibitors of Tn6 peptide binding to fibrin DD(E), primary screen, biochemical, fluorescence polarization, human fibrin, Tn6 probe. Fibrin DD(E) TRITC-Tn6 fluorescence polarization displacement. inhibition, % at 8.3 µM. 370,000 compounds, 0.21% hits. AID 720509, 2013;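 active = inhibition above a per-campaign cutoff: mean of compounds within control limits plus 3 SD, cut at about 15% in these data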;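 note: 0% = median of all compound wells on the plate and 100% = blocking peptide control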
Rev-erbA mod: modulators of Rev-erb alpha DNA binding, primary screen, biochemical, FITC-DNA, fluorescence polarization, uHTS; Nuclear receptor subfamily 1 group D member 1 (Homo sapiens), P20393; Rev-erbα–FITC-DNA binding, 90 min; activity, % at 10 µM; 370,000 compounds, 0.79% hits;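 active = activity above about 14%, limit read from the data; passing the limit was not always enough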;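 note: 0% = DMSO wells with 35 nM protein and 100% = DMSO wells with 750 nM protein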
PLCg1 inh: PLC-gamma1 enzyme inhibitors, primary screen, biochemical, fluorescence, purified enzyme. 1-phosphatidylinositol 4,5-bisphosphate phosphodiesterase gamma-1 (Homo sapiens), P19174. fluorogenic substrate. inhibition, % at 12.2 µM. 370,000 compounds, 0.84% hits. AID 720700, 2013; in the data active = inhibition above about 9.5%
Tn7 DDE FP: inhibitors of Tn7 peptide binding to fibrin DD(E), primary screen, biochemical, fluorescence polarization, human fibrin, Tn7 probe; Fibrinogen beta chain (Homo sapiens), P02675; FP displacement of FITC-Tn7 peptide from fibrin DD(E); 0% = median of compound wells per plate; inhibition, % at 8.3 µM; 370,000 compounds, 0.13% hits;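 active = inhibition above the mean of compounds falling within the control limits plus 3 SD of them, cut at about 14% in these data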;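 note: 0% = plate median of compound wells and 100% = 10 µM Aha-Tn7 peptide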
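Also added: labelled Tn7 tracer, 0.1 µM; Assay system: human fibrin DD(E) protein; Amount: 2 µM fibrin DD(E); Schedule: 10 min compound pre-incubation, 3 h probe incubation at room temperature; Repeats: one replicate per compound; Read-out basis: percent inhibition; Measured by: fluorescence polarization of the labelled Tn7 tracer.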
ARFGAP1 inhibitor: inhibitors of rat ARFGAP1 GAP activity, primary screen, biochemical, fluorescence polarization, GDP tracer; ADP-ribosylation factor GTPase-activating protein 1 (Rattus norvegicus), Q62848; Arfgap1-stimulated ARF1 GTP hydrolysis, GDP FP detection; inhibition, % at 16.5 µM; 360,000 compounds, 0.26% hits; AID 651572, 2012;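 active = inhibition above a per-plate limit, mean inhibition of low control wells plus 3 SD, cut at about 25% in these data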;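 note: 0% = DMSO wells with enzyme and 100% = wells lacking Arfgap1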
Target sequence (Q62848 1-136 limits assumed): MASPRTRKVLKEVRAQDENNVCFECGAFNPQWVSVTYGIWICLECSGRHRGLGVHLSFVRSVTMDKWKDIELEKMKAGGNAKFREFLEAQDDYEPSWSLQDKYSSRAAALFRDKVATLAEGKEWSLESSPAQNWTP
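Material – truncated rat Arfgap1 GAP domain · Buffer or medium – HEPES-based buffer, pH 7.5 · Reagent – human ARF1(Δ1-17)-GTP substrate · Dosing – 16.5 µM single point, 1.26% DMSO · Schedule – GTP hydrolysis reaction 2 h at 25 °C · Technique – GDP detection by fluorescence polarization · Benchmarks – No-Arfgap1 wells (100%) versus DMSO full-reaction wells (0%) · Repeats – single replicate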
KLK7 zymogen act: proKLK7 zymogen activators, primary screen, biochemical, fluorescence intensity. purified proKLK7, EDANS-DABCYL substrate fluorescence; 100% is mature enzyme control, 0% vehicle. activation, % at 7 µM. 370,000 compounds, 0.9% hits. AID 652039, 2013;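 active = activation above the mean of all tested compounds plus 3 SD, computed per campaign excluding outliers beyond control limits, cut at about 13% in these data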
Target sequence (P49862 whole entry, looked up): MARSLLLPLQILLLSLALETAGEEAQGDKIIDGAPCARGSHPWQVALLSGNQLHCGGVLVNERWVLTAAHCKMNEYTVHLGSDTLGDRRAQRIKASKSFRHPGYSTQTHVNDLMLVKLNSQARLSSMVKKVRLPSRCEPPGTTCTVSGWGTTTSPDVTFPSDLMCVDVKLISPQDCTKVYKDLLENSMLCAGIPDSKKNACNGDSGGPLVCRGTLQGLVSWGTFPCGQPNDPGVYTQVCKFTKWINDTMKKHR
ASAP1 GAP inh: inhibitors of human ASAP1 ArfGAP activity, primary screen, biochemical, fluorescence polarization; ASAP1-stimulated ARF1 GTP hydrolysis, GDP FP detection; inhibition, % at 16.5 µM; 360,000 compounds, 0.19% hits; AID 624377, 2012; in the data active = inhibition above about 25%;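 note: 0% = vehicle with enzyme and substrate and 100% = no enzyme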
Starred values were filed as active, the others as inactive.

SMILES	PLCb3 inh	UHRF1 binding	HGIII-sPLA2 inh	DDE Tn6 FP inh	Rev-erbA mod	PLCg1 inh	Tn7 DDE FP	ARFGAP1 inhibitor	KLK7 zymogen act	ASAP1 GAP inh
C=CCn1c(SCC(=O)Nc2ccc(C(=O)OCC)cc2)nnc1-c1sc(N)nc1C	-2.5	2.3	-7.4	-11.8	-0.5	1.3	0.5	13.6	-0.1	4.6
CCOC(=O)c1ccccc1NC(=O)CSC(C)C(=O)Nc1cc(C)on1 (stereo not drawn)	-8.6	-0.2	2.6	-5.3	-7.8	-2.3	-2.3	1.4	0.5	10.8
CCn1nc(C)c(/C=N\NC(=O)c2cccc(OC)c2)c1C	-0.9	-3.5	-2.0	-2.2	-0.5	-1.5	-3.8	2.0	-0.1	-6.8
COc1ccccc1Cc1c(-c2ccco2)nc2ccc(C)cn12	-58.4	20.2	-6.3	-0.1	-3.2	-44.8	2.7	-12.5	-1.9	11.5
Cc1nc2ccccc2n2c(-c3ccccc3)c3c(=O)n(C)c(=O)n(C)c3c12	-30.4	4.5	10.8	0.2	2.5	-22.1	6.8	7.0	-0.3	5.3
c1cncc(-c2nnc(SCc3cccc4ccccc34)o2)c1	-1.3	-0.5	0.4	-0.2	6.0	1.6	-4.5	6.3	0.6	-4.0
CC1(C(=O)NS(=O)(=O)C2CC2)CCCN(C(=O)c2ccc(C(F)(F)F)cc2)C1 (stereo not drawn)	-0.8	0.8	6.1	-1.4	1.1	-2.9	9.1	2.4	0.2	-10.9
CC(C)(O)/C=C/C(=O)[C@](C)(O)C1[C@H](O)C[C@@]2(C)C3CC=C4C(C=C(O[C@@H]5O[C@H](CO)[C@@H](O)[C@H](O)[C@H]5O)C(=O)C4(C)C)[C@]3(C)C(=O)C[C@]12C (stereo partly drawn)	3.0	1.9	5.2	-2.8	0.3	6.9	-6.8	-0.9	0.4	13.7
CC(=O)N/C(=C\c1ccccc1)C(=O)OCc1ccccc1	-3.0	-1.7	1.0	4.1	2.8	0.8	5.2	1.9	0.5	0.5
CC(C)c1ccc(C(=O)NN2C(=O)C3CCCCC3C2=O)cc1 (stereo not drawn)	4.3	1.6	-0.6	-0.7	1.9	3.7	-4.8	0.6	-0.4	-11.5
O=C(COC(=O)c1cccnc1Cl)Nc1ccc(N2CCCCC2)cc1	-3.8	-2.6	4.3	-0.4	3.0	-1.5	6.2	11.7	-0.1	16.9
CCOc1ccc(/C=N/NC(=O)c2ccc(Cn3cc(Br)cn3)o2)cc1	-6.2	0.1	4.8	-8.0	1.5	-7.8	5.4	5.4	0.5	2.9
O=C(/C=C/c1ccc(Cl)c(Cl)c1)NC1=NCCS1	-5.3	4.6	2.8	-12.9	1.4	7.8	-2.3	-1.2	-0.4	-11.6
O=C(COC(=O)CCN1C(=O)C2CC=CCC2C1=O)Nc1ccc([N+](=O)[O-])cc1 (stereo not drawn)	0.7	2.0	0.6	1.0	2.3	5.6	-6.1	1.3	-0.4	10.8
c1ccc(-c2csc3ncnc(NCc4ccccn4)c23)cc1	-6.8	3.8	-0.8	4.7	5.9	-1.6	-0.3	0.3	0.4	5.8
COc1ccc2ccc(OCC(=O)Nc3cc(C)on3)cc2c1	-3.2	-0.4	3.6	5.5	9.7	-0.4	-6.9	-2.9	-0.3	-6.5
COc1ccccc1-n1c(SCC(=O)Nc2ccc3c(c2)OCO3)nc2c(c1=O)SCC2	-1.4	-3.7	1.7	2.5	-4.8	2.9	9.6	-7.6	0.5	15.6
COc1cc(C(=O)NCC(c2ccc(F)cc2)N2CCOCC2)ccc1OCc1ccccc1Cl (stereo not drawn)	-3.2	1.3	-11.4	-7.7	-2.8	6.4	0.2	4.9	0.6	1.4
Cc1ccc2oc(=O)n(Cc3ccccc3OC(C)C)c2c1	-3.3	6.9	-1.0	-3.9	3.7	-1.2	4.5	7.5	-0.4	-13.8
CC(C)OC(=O)CSc1nnc(Cc2ccccc2)n1Cc1ccco1	-4.3	3.0	-0.7	-0.8	-2.3	-1.4	4.9	-4.4	-0.4	-9.8

3 structures already listed, sorted by length of the SMILES, low to high.
SMILES	PLCb3 inh	UHRF1 binding	HGIII-sPLA2 inh	DDE Tn6 FP inh	Rev-erbA mod	PLCg1 inh	Tn7 DDE FP	ARFGAP1 inhibitor	KLK7 zymogen act	ASAP1 GAP inh
Cc1ccc2oc(=O)n(Cc3ccccc3OC(C)C)c2c1	-3.3	6.9	-1.0	-3.9	3.7	-1.2	4.5	7.5	-0.4	-13.8
COc1ccc2ccc(OCC(=O)Nc3cc(C)on3)cc2c1	-3.2	-0.4	3.6	5.5	9.7	-0.4	-6.9	-2.9	-0.3	-6.5
C=CCn1c(SCC(=O)Nc2ccc(C(=O)OCC)cc2)nnc1-c1sc(N)nc1C	-2.5	2.3	-7.4	-11.8	-0.5	1.3	0.5	13.6	-0.1	4.6

(next part)
SMILES	PLCb3 inh	UHRF1 binding	HGIII-sPLA2 inh	DDE Tn6 FP inh	Rev-erbA mod	PLCg1 inh	Tn7 DDE FP	ARFGAP1 inhibitor	KLK7 zymogen act	ASAP1 GAP inh
O=C(COc1ccccc1Cl)NC(=S)Nc1ccccc1N1CCCC1	-30.1	-9.4	4.7	15.7*	-0.5	-9.7	7.6	-8.7	-1.0	-0.8
CCOC(=O)c1c(C)[nH]c(C)c1S(=O)(=O)N(C)CC(=O)Nc1ccccc1F	-6.2	5.7	1.3	-3.1	-5.0	1.3	-8.1	7.3	-0.2	0.0
CCC(C)NC(=O)Cn1cnc2sc(C)c(S(=O)(=O)N3CCN(c4ccccc4OC)CC3)c2c1=O (stereo not drawn)	-8.4	2.1	3.7	3.7	-7.2	-0.3	-4.7	-8.7	0.6	-8.2
CC1Cc2ccccc2N1C(=O)CSc1nncn1C (stereo not drawn)	4.4	-0.8	0.7	4.0	1.4	0.2	-5.0	3.1	0.4	-2.0
O=C1COc2ccc(C(=O)CSc3ccc(Br)cc3)cc2N1	0.9	0.6	-89.3	-7.3	-5.2	7.9	-4.8	-0.6	0.5	-4.6
Cc1ccc(S(=O)(=O)N2CCOCC2)cc1C(=O)N1CCN(S(=O)(=O)c2cccs2)CC1	-3.9	-0.3	3.3	-10.5	3.5	7.2	0.6	6.5	0.2	-0.2
CNC(=O)NC(=O)CSc1ccc(S(=O)(=O)N(C)C2CCCCC2)cn1	-8.0	-3.0	-3.3	0.1	-5.3	0.9	0.4	10.2	-0.1	7.1
Cc1ccccc1S(=O)(=O)N1C[C@H]2[C@H]3C(=O)N(C4CCCCC4)C(=O)[C@H]3CC(=O)[C@H]2[C@@H]1c1ccc(Cl)cc1	-3.3	-0.5	-35.8	-5.5	8.8	0.0	-6.1	-2.9	-0.2	-2.4
CN(C(=O)c1cncc(Br)c1)C1C2CC3CC(C2)CC1C3 (stereo not drawn)	-5.2	-2.9	-1.4	-8.6	-1.0	2.1	-9.1	14.7	0.2	5.1
C=CCN(CC=C)C(=O)CCc1nnc(CCc2c[nH]c3ccccc23)o1	2.1	3.7	-37.5	-6.7	-3.7	3.1	5.6	4.3	-0.4	3.4
Cc1ccc(-c2[nH]nc3c2C(c2cccnc2)C(C#N)=C(N)O3)cc1 (stereo not drawn)	-1.4	-5.8	-14.8	-5.0	0.2	-4.8	-8.6	-0.4	0.0	5.9
CCc1ccc(NC(=S)NC2CC3CCCC(C2)N3Cc2ccccc2)cc1 (stereo not drawn)	-0.5	-0.7	-0.5	5.7	2.0	-0.3	4.9	6.2	0.9	5.5
OC(CNCc1ccc2c(c1)OCO2)COc1ccccc1 (stereo not drawn)	-3.3	-1.8	6.1	0.7	-3.4	-0.2	-3.3	6.4	0.7	-4.0
CCCCn1c(N)c(N(CCOC)C(=O)c2oc3c(Cl)cccc3c2C)c(=O)[nH]c1=O	0.6	-0.8	-3.0	-2.9	-3.5	-0.4	6.5	-5.0	-0.1	-0.3
COc1ccc(CNc2ncnc3sccc23)cc1	-13.4	1.5	1.9	-6.3	4.7	-2.0	-1.2	-7.4	0.4	0.9
O=C1COc2ccccc2N1Cc1c(F)cccc1Cl	-8.5	-1.1	-2.9	-1.9	0.0	-0.1	8.1	-3.0	-0.4	-5.3
Cc1cc(OCC(=O)O)c2cccc(C)c2n1	-16.8	-1.4	-1.3	7.6	2.5	-1.4	-5.0	-1.4	1.1	-17.3
CC(=O)c1ccc(NC(=O)Cn2c(=O)oc3ccccc32)cc1	-2.8	-0.6	3.1	1.0	3.9	0.5	-5.6	0.8	0.1	2.2
COc1ccc(Cl)cc1NC(=O)c1cccc(N2C(=O)C3CC=CCC3C2=O)c1 (stereo not drawn)	-6.5	-0.2	-9.3	-2.6	-2.9	-0.8	4.2	5.5	0.5	7.8
Cc1nc2ccc(C(=O)N(C)Cc3ccccc3)cn2c1N(C)C(=O)CCc1ccccc1	-19.4	6.0	8.7	-0.2	0.5	-14.0	3.8	-0.3	0.0	3.6

Filtered by structure: the compounds so far containing two or more sulfur atoms.
SMILES	PLCb3 inh	UHRF1 binding	HGIII-sPLA2 inh	DDE Tn6 FP inh	Rev-erbA mod	PLCg1 inh	Tn7 DDE FP	ARFGAP1 inhibitor	KLK7 zymogen act	ASAP1 GAP inh
C=CCn1c(SCC(=O)Nc2ccc(C(=O)OCC)cc2)nnc1-c1sc(N)nc1C	-2.5	2.3	-7.4	-11.8	-0.5	1.3	0.5	13.6	-0.1	4.6
COc1ccccc1-n1c(SCC(=O)Nc2ccc3c(c2)OCO3)nc2c(c1=O)SCC2	-1.4	-3.7	1.7	2.5	-4.8	2.9	9.6	-7.6	0.5	15.6
CCC(C)NC(=O)Cn1cnc2sc(C)c(S(=O)(=O)N3CCN(c4ccccc4OC)CC3)c2c1=O (stereo not drawn)	-8.4	2.1	3.7	3.7	-7.2	-0.3	-4.7	-8.7	0.6	-8.2
Cc1ccc(S(=O)(=O)N2CCOCC2)cc1C(=O)N1CCN(S(=O)(=O)c2cccs2)CC1	-3.9	-0.3	3.3	-10.5	3.5	7.2	0.6	6.5	0.2	-0.2
CNC(=O)NC(=O)CSc1ccc(S(=O)(=O)N(C)C2CCCCC2)cn1	-8.0	-3.0	-3.3	0.1	-5.3	0.9	0.4	10.2	-0.1	7.1

Source: PubChem BioAssay
